Mtb UGM inh: Mtb UDP-galactopyranose mutase inhibition; P9WIQ1; purified UGM, fluorescence polarization probe displacement; inhibition, % at 10 µM; 0.06% of 320,000 active; AID 504406; in the data active means inhibition above about 10%, passing the limit was not always enough
PriA SSB inh: K. pneumoniae PriA-SSBct interaction inhibition; AlphaScreen SSBct-PriA binding, biotinylated peptide; inhibition, % at 33 µM; 0.6% of 430,000 active; AID 1272365; in the data active means inhibition mostly above about 37%, no sharp cut-off; inactive means mostly below about 20%;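 further: plate controls were negative control peptide for no effect and reference peptide for full effect; strong numbers were not always called active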
VHR inh abs: DUSP3 (human) phosphatase inhibition; inhibition, % at 13.3 µM; AID 1654; 0.52% of 290,000 active; P51452; recombinant VHR phosphatase, pNPP absorbance; in the data active means inhibition above about 50%; further: some compounds called inactive have numbers as strong as hits
Target sequence (P51452 whole entry, looked up): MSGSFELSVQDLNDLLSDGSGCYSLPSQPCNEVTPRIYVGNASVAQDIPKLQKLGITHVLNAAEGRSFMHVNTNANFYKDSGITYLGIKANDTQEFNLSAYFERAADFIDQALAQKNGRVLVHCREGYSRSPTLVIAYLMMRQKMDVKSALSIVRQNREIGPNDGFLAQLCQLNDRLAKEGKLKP
Vc quorum ag: quorum light induction in luxS cqsA deficient V. cholerae; V. cholerae BH1578 lux reporter, luminescence, 6 h; activation, % at 18.7 µM; 0.16% of 350,000 active; AID 588436; in the data active means activation mostly above about 9.7%, no sharp cut-off; further: not every result past the cut was called active; inactives centre near 0; reference of the scale not given here
MazF activator: increases E. coli MazEF RNase cleavage of RNA | P0AE70 | AID 504720 | activation, % at 20 µM | FAM/BHQ RNA-DNA oligo cleavage fluorescence, 5 h | 0.32% of 350,000 active; in the data active means activation above about 50%
Target sequence (P0AE70 whole entry, looked up): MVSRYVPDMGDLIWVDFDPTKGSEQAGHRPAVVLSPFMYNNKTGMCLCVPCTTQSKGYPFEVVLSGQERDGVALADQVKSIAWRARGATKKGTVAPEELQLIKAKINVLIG
3CLpro inhibitor: SARS-CoV 3CLpro protease inhibition. recombinant SARS-CoV 3CLpro, quenched FRET peptide cleavage. inhibition, % at 6 µM. 0.14% of 290,000 active. AID 1706; in the data active means inhibition above about 12%
GDH-TPI counter: GDH-TPI coupled enzyme inhibition counter-screen; GDH-TPI coupled enzyme counterscreen, NADH absorbance; inhibition, % at 4.8 µM; 1.2% of 360,000 active; AID 588335; in the data active means inhibition above about 30%;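 further: 0% = DMSO wells and 100% = wells lacking the enzyme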
Rv3671c inh: inhibitors of M. tuberculosis serine protease Rv3671c. P9WHR9. inhibition, % at 5.96 µM. 0.048% of 320,000 active. AID 2606; in the data active means inhibition above about 38%;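 further: extracellular domain of Rv3671c used as enzyme; 0% = enzyme with DMSO and 100% = no enzyme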
BioA inh: blocks M. tuberculosis BioA enzyme activity. purified M. tuberculosis BioA enzyme, plate reader. 0.096% of 360,000 active. AID 602481. inhibition, % at 9.99 µM; in the data active means inhibition above about 40%
Mtb FBA inh: Mtb fructose-bisphosphate aldolase inhibition | P9WQA3 | purified M. tuberculosis FBA, fluorescence read-out | inhibition, % at 1 µM | 2.3% of 360,000 active; in the data active means inhibition above about 27%;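 further: 0% = vehicle and 100% = reference inhibitor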
Target sequence (P9WQA3 whole entry, looked up): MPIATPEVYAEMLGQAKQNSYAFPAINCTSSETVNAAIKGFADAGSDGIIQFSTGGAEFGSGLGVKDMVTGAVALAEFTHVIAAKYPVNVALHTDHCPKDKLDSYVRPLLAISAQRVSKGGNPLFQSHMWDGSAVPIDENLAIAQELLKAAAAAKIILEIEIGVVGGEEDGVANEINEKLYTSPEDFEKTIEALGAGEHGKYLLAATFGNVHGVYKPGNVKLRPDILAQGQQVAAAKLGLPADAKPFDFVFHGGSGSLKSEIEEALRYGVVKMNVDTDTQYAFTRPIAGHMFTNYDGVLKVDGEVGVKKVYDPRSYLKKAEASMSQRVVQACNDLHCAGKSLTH
Active calls of the source: *; i = inactive; x = no result given; & = joins results of further samples.

[1] CCN(CC(=O)Nc1ccccc1C(F)(F)F)C(=O)c1ccccc1Cc1ccccc1
[2] COc1ccc(C(=O)C(=NN)c2ccccc2)cc1
[3] Cc1cccc(NC(=O)c2ccc(N(C)C3CCCCC3)c([N+](=O)[O-])c2)n1
[4] CC(C)(C)C1CCC(=NNc2ccc(S(N)(=O)=O)cc2[N+](=O)[O-])CC1 (configuration not stated)
[5] CC(Oc1ccc(Br)cc1)C(=O)NCC(C)(C)N1CCOCC1 (configuration not stated)
[6] Cn1cccc1/C=C1\SC(=S)N(NC(=O)c2ccc(Cl)cc2)C1=O
[7] Cc1ccc2c(=O)[nH]c(Cc3ccccc3C(=O)O)nc2c1
[8] Cc1nc2oc3c(NCC4CCCO4)ncnc3c2c2c1COC(C)(C)C2 (configuration not stated)
[9] CC(C)NOC(=O)c1ccc(Cl)cc1
[10] O=C(CN(Cc1ccccc1)C1=NCCS1)c1ccc(Cl)cc1

assay / entry	1	2	3	4	5	6	7	8	9	10
Mtb UGM inh	-2.8	x	-0.1	-0.1	0.1	1.4	2.6	-3.6	1.2	-1.3
PriA SSB inh	-5	x	14	45*	-7	5	-5	4	-5	-20
VHR inh abs	x	x	25	7	x	-8	19	6	14	5
Vc quorum ag	-0.8	i	-1.0	-0.5	-0.9	-0.4	i	5.3	-0.3	-0.8
MazF activator	-5	-12	2	-7	-5	140*	9	0	2	0
3CLpro inhibitor	x	x	2	8	x	2	-4	-4	-2	6
GDH-TPI counter	6	10	26	3	2	4	-5	11	-7	2
Rv3671c inh	-1	x	-3	9	-18	-5	6	4	-8	-4
BioA inh	-2.0	-2.9	0.4	x	-0.6	x	-0.6	x	x	x
Mtb FBA inh	6	5	0	-3	3	-26	3	102*	-1	6

Taken from above:
Value of #3 in BioA inh: 0.4
Value of #6 in Mtb FBA inh: -26

(cont.)
[11] COC(=O)[C@@]12CCCCN1[C@H](c1ccc(SC3CCCCC3)cc1)[C@@H]1C(=O)N(C)C(=O)[C@@H]12
[12] O=S(=O)(c1ccc2ccccc2c1)N1CCN(C(=S)Nc2ccc(F)c(Cl)c2)CC1
[13] C[C@@H]1CN([C@@H](C)CO)C(=O)c2cc(NC(=O)Nc3cccc4ccccc34)ccc2O[C@@H](C)CCCCO[C@H]1CN(C)C(=O)c1ccccc1
[14] COc1cc(/C=N/Nc2nc(=O)[nH]nc2C)cc([N+](=O)[O-])c1O
[15] Cc1cc(-c2ccco2)n(CC(=O)NCCN(C)C)n1
[16] CCOC(=O)C1CCCN(C(=O)CCNC(=O)Cn2ccc3ccccc3c2=O)C1 (configuration not stated)
[17] Cn1c(=O)c2c(nc(Sc3ncnn3CC(=O)N3CCOCC3)n2C)n(C)c1=O
[18] Cc1csc(NC(=O)c2cc(C)on2)n1
[19] CCCOC(=O)c1ccc(Oc2cn[nH]c2-c2ccc(OCC(=O)NN)cc2O)cc1
[20] Cn1cc(CNC(=O)c2sc3cccc(Cl)c3c2Cl)cn1

assay / entry	11	12	13	14	15	16	17	18	19	20
Mtb UGM inh	-1.5	0.4	x	1.0	1.3	-1.4	1.1	-0.4	2.0	1.7
PriA SSB inh	-7	2	x	x	-7	7	-4	-9	-10	-1
VHR inh abs	x	-2	x	5	2	7	2	x	18	12
Vc quorum ag	-0.9	-1.5	-0.7	1.5	-0.2	-0.3	-0.3	i	-0.4	-0.2
MazF activator	-2	-10	3	1	8	8	0	-2	3	3
3CLpro inhibitor	x	3	x	3	3	-1	5	x	2	3
GDH-TPI counter	-4	0	-9	38*	2	-7	2	12	5	5
Rv3671c inh	-7	-28	x	4	2	-7	-3	4	-15	-2
BioA inh	-1.8	0.6	-1.5&-5.0	x	0.4	x	-1.4	0.0	-1.7	x
Mtb FBA inh	4	1	8	-12	4	2	1	-1	-4	-9

Just BioA inh, GDH-TPI counter and VHR inh abs (five entries from above):
No. | SMILES | BioA inh | GDH-TPI counter | VHR inh abs
15 | Cc1cc(-c2ccco2)n(CC(=O)NCCN(C)C)n1 | 0.4 | 2 | 2
16 | CCOC(=O)C1CCCN(C(=O)CCNC(=O)Cn2ccc3ccccc3c2=O)C1 (configuration not stated) | x | -7 | 7
17 | Cn1c(=O)c2c(nc(Sc3ncnn3CC(=O)N3CCOCC3)n2C)n(C)c1=O | -1.4 | 2 | 2
18 | Cc1csc(NC(=O)c2cc(C)on2)n1 | 0.0 | 12 | x
19 | CCCOC(=O)c1ccc(Oc2cn[nH]c2-c2ccc(OCC(=O)NN)cc2O)cc1 | -1.7 | 5 | 18

Continued:
[21] CCCCNc1cc(C(=O)O)cc(S(N)(=O)=O)c1Oc1ccccc1
[22] Cc1ccc(NC(=O)c2ccc3ccccc3n2)cc1S(=O)(=O)N1CCOCC1
[23] O=C1c2ccccc2C(=O)N1CC1CCCO1 (configuration not stated)
[24] CSc1nncc(-c2ccccc2)n1
[25] O=C(CCn1c(=O)oc2ccccc21)N1CCN(c2ccccc2F)CC1
[26] CCN(Cc1cccc(OC)c1)CC1CCCN(CCc2cccc(OC)c2)C1 (configuration not stated)
[27] Cc1ccc2c(c1)C(c1ccccc1)N(C(=O)c1cccc([N+](=O)[O-])c1)CC(=O)N2 (configuration not stated)
[28] COCCCNc1nc2ccccc2nc1NS(=O)(=O)c1cccc(Cl)c1
[29] CC(=O)c1ccc(NC(=O)CN2CCN(S(=O)(=O)c3ccc4c(c3)OCCO4)CC2)cc1
[30] CCN(CC)C(=O)Cn1cc(S(=O)(=O)CC(=O)NCc2ccc(C)cc2)c2ccccc21

assay / entry	21	22	23	24	25	26	27	28	29	30
Mtb UGM inh	5.3	1.5	3.9	0.1	0.7	4.3	-0.3	3.4	x	0.4
PriA SSB inh	-8	-8	3	-5	-5	5	18	2	x	5
VHR inh abs	5	15	21	1	-1	26	7	20	x	1
Vc quorum ag	1.0	-0.5	i	-0.2	-0.6	i	i	-0.5	-0.8	-1.7
MazF activator	-2	1	-1	-4	3	2	13	-9	0	5
3CLpro inhibitor	-3	-5	-3	-2	4	-4	0	2	x	-3
GDH-TPI counter	-6	10	-11	23	0	4	11	20	-4	4
Rv3671c inh	4	-11	-7	0	-4	-2	2	7	x	-1
BioA inh	0.4&0.5	1.6	-0.6	-0.8	2.9	-0.6	x	0.1	-1.7	-1.1
Mtb FBA inh	17	1	7	3	2	1	1	1	-1	-2

[31] CC(=O)C1=C(O)C(=O)N(c2ccccn2)C1c1ccccc1[N+](=O)[O-] (configuration not stated)
[32] Cn1cnc2c(cnn2C)c1=N
[33] O=C(CCC1CCCCC1)Nc1c[nH]c(=O)[nH]c1=O
[34] Cc1ccc(NC(=S)NC2CCCC2)c(C)c1
[35] CCN(CC)S(=O)(=O)c1ccc(Cl)c(NC(=O)COC(=O)c2ccc([N+](=O)[O-])o2)c1
[36] COc1cccc(NC(=O)C(c2ccccc2)N2CCN(c3ccccn3)CC2)c1 (configuration not stated)
[37] OCCNC(=S)Nc1ccc2c(c1)OCCO2
[38] Cc1oc2cc3oc(=O)c(CCC(=O)NCCCN4CCOCC4)c(C)c3cc2c1C
[39] O=C(COc1ccc(Cl)cc1)NNC(=O)c1ccccc1C(=O)O
[40] CC1CCCCN1CCCNC(=O)c1ccc2c(=O)n(CCc3ccccc3)c(=O)[nH]c2c1 (configuration not stated)

assay / entry	31	32	33	34	35	36	37	38	39	40
Mtb UGM inh	-1.0	x	2.8	-3.1	-1.2	0.9	-0.6	-1.9	-2.2	0.4
PriA SSB inh	1	-10	-6	4	-6	3	-20	-9	8	-2
VHR inh abs	x	x	15	-8	11	12	1	13	0	20
Vc quorum ag	-0.9	-7.1	i	-0.1	-0.4	-0.4	i	-0.4	i	0.3
MazF activator	1	4	8	5	-6	2	8	0	4	6
3CLpro inhibitor	-4	x	-1	-1	-5	6	4	-2	0	2
GDH-TPI counter	10	11	2	6	0	4	-8	22	-1	8
Rv3671c inh	-9	x	4	4	-11	13	2	-2	x	-3
BioA inh	0.3	0.7	-2.5	-4.1	-0.1	x	1.2	-0.5	2.0	-1.8
Mtb FBA inh	1	1	3	6	4	5	6	17	6	4

[41] CCOc1ccc2nc(NC(=O)C3=NNC(=O)CC3)sc2c1
[42] COc1ccc(S(=O)(=O)N2CCCCCC2)cc1NC(C)C(=O)Nc1ccc(NC(C)=O)cc1 (configuration not stated)
[43] CN1C(=O)C(=Cc2ccc(N3CCOCC3)c([N+](=O)[O-])c2)C(=O)N(C)C1=O
[44] N#C/C(=C/c1cccs1)c1nc2ccccc2[nH]1
[45] CCOC(=O)c1c(NC(=O)COC(=O)c2ccc(C)s2)sc2c1CC(C)(C)NC2(C)C
[46] Nc1nc(-c2ccco2)nn1C(=O)c1ccccc1
[47] CCNC(=S)Nc1cc(OCC)c(N2CCOCC2)cc1OCC
[48] CN(C)S(=O)(=O)c1cccc(C(=O)N=C2N=C3C=CC(Cl)=CN3Cc3ccccc32)c1
[49] O=c1[nH]c(=O)n(Cc2ccccc2)c(O)c1C=NCCN1CCNCC1
[50] N#CC1=C(N)Oc2cc3c(cc2C1c1ccc(Cl)cc1)OCO3 (configuration not stated)
[51] CCCCN(CCCC)CCCNC(=O)Cn1cc2c(n1)-c1c(oc(C(=O)N3CCCC3)c1C)CC2
[52] Cc1ccc(S(=O)(=O)N2[C@@H](c3ccc(F)cc3)C(C(=O)O)=CC[C@H]2c2ccc(Cl)cc2)cc1

assay / entry	41	42	43	44	45	46	47	48	49	50	51	52
Mtb UGM inh	-0.2	x	0.0	-1.3	-3.8	2.1	0.5	-1.2	2.2	-1.7	-1.2	5.0
PriA SSB inh	4	-4	x	-1	7	-7	3	-8	7	8	3	-15
VHR inh abs	16	x	26	-8	x	22	3	12	-20	7	29	x
Vc quorum ag	-0.4	-2.8	x	-0.5	-1.4	-0.1	1.7	-0.4	i	7.1	-0.3	i
MazF activator	15	1	x	-1	5	5	4	0	-7	1	2	-2
3CLpro inhibitor	-1	x	1	-1	x	8	2	4	1	1	-3	x
GDH-TPI counter	11	8	x	19	3	10	-5	2	2	5	6	3
Rv3671c inh	10	x	-12	-5	1	13	-4	-2	-3	1	-10	-13
BioA inh	-0.8	1.2	x	x	-0.7	-3.4	x	-0.2	-0.5	2.7	0.5	2.0
Mtb FBA inh	-4	0	x	4	4	-1	1	6	-1	5	0	-1

2 of the compounds above, as tab-separated lines.
No.	Compound	Mtb UGM inh	PriA SSB inh	VHR inh abs	Vc quorum ag	MazF activator	3CLpro inhibitor	GDH-TPI counter	Rv3671c inh	BioA inh	Mtb FBA inh
47	CCNC(=S)Nc1cc(OCC)c(N2CCOCC2)cc1OCC	0.5	3	3	1.7	4	2	-5	-4	x	1
46	Nc1nc(-c2ccco2)nn1C(=O)c1ccccc1	2.1	-7	22	-0.1	5	8	10	13	-3.4	-1

Source: PubChem BioAssay (several laboratories)

Only part of the results is shown; rates above refer to the full screens.
